# Screens deposited in PubChem BioAssay by several laboratories.
# bIAP act – increases bovine intestinal alkaline phosphatase activity. purified bovine IAP, CDP-star luminescence, 30 min; hits give high values; fold of DMSO-control signal, blank-subtracted. activation factor at 20 µM. actives 0.17% (n = 200,000). AID 1016;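 active = activation factor of 2 or more at 20 µM, a signal rise over negative controls twice the positive control's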
# SRC2 TRFRET art – counter-screen for PPARgamma SRC-2 recruitment agonists: TR-FRET artefact; hits give high values; actives 0.4% (n = 200,000); TR-FRET ratio at 8 µM; AID 1049; in the data active = TR-FRET ratio above about 2000; note: inactives centre near 1500
# STAT3 inh – STAT3 signaling inhibition; U3A cells, IL-6 STAT3-luciferase reporter, luminescence; host cell line lacks STAT1; inhibition, % at 5.5 µM; actives 0.89% (n = 190,000);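 active = inhibition above the mean inhibition across all screened compounds plus 3 SD, cut at about 44% in these data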;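 note: 0% = DMSO only wells and 100% = 100 µM nifuroxazide control wells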
# PPARg SRC-1 ag – promotes SRC-1 coactivator recruitment by human PPARgamma | P37231 | PPARgamma-SRC-1 coactivator recruitment biochemical assay | activation, % at 8 µM | actives 0.41% (n = 200,000) | AID 631; in the data active = activation above about 19%;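 note: 0% = DMSO and 100% = reference agonist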
# Target sequence (P37231 whole entry, looked up): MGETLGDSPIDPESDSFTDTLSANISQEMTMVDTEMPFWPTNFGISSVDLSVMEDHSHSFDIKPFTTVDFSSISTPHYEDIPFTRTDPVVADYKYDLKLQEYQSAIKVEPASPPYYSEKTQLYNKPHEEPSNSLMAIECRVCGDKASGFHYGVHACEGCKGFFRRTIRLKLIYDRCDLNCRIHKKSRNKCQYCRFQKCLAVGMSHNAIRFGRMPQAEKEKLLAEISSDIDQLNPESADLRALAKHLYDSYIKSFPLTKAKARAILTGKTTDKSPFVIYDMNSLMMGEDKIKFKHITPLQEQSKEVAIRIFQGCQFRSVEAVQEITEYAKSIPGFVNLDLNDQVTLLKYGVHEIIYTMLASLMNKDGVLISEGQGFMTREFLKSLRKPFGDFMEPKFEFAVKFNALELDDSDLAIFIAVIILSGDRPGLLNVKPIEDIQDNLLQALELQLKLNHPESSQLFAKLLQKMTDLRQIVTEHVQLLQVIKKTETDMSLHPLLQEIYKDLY
# STAT3 activator – increases IL-6 driven STAT3 reporter signal; U3A cells, IL-6 STAT3-luciferase reporter, luminescence; 100% = signal with IL-6 EC80 alone; activation (% of control), % at 5.6 µM; actives 0.91% (n = 190,000);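 active = activation above the screen-wide mean of compound activation plus 3 SD, cut at about 130% in these data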;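 note: 0% = background luminescence of wells with medium and substrate only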
#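 Test system: human U3A cells carrying STAT3-luciferase construct; control set: IL-6-only wells as 100% reference; timing: compound pre-incubation 1 h before IL-6, then 6 h stimulation at 37 °C; also added: IL-6 stimulus at 33 ng/mL final; evaluation: % activation versus median of IL-6-stimulated wells; detection: reporter luminescence signal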
# TNAP act hi DEA – activators of human TNAP at high phosphate acceptor concentration; 200,000 tested, under 10 active; activation factor at 20 µM; purified TNAP, CDP-star luminescence, 1 M DEA, 30 min; hits give high values; 0 = EDTA background, 1 = DMSO-only activity; P05186;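 active = activation factor at least 2 at 20 µM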
# Target sequence (P05186 whole entry, looked up): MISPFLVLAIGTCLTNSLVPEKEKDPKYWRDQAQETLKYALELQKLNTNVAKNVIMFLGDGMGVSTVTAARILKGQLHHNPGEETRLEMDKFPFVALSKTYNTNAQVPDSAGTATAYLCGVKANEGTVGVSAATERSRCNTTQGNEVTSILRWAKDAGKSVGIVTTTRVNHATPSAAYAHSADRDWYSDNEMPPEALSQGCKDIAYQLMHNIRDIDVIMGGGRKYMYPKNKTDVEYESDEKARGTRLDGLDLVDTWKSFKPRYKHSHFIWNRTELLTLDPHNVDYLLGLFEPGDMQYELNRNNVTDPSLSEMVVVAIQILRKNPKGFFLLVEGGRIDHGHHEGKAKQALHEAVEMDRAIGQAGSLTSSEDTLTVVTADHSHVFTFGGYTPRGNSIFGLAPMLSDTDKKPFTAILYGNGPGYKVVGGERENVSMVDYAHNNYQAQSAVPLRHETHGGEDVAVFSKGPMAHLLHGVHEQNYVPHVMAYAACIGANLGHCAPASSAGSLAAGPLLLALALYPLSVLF
#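 Measured by: Luminescent substrate turnover signal | Test system: Human TNAP | Input: TNAP 1/800 final | Dosing: 20 µM single point | Schedule: 30 min, room temperature | Controls: EDTA wells as negative control, DMSO wells as positive control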
# PPARg SRC3 recr – PPARgamma-driven SRC-3 recruitment agonism; biochemical PPARgamma/SRC-3 coactivator recruitment assay; activation, % at 8 µM; actives 0.26% (n = 200,000); AID 731; in the data active = activation above about 23%;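 note: 0% = DMSO and 100% = reference agonist; some compounds past the cut are filed as inactive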
# bIAP inhibitor – intestinal alkaline phosphatase (bovine) inhibition. inhibition, % at 20 µM. purified bovine IAP, CDP-star luminescence, 30 min. 190,000 tested, under 10 active;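 active = over 50% inhibition of intestinal alkaline phosphatase at 20 µM in the single-dose screen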
#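 test system = bovine IAP enzyme | medium = DEA buffer 100 mM, pH 9.8, with MgCl2 1.0 mM, ZnCl2 0.02 mM | detection = luminescence | dosing = single compound dose of 20 µM, 2% DMSO final | incubation = 30 min reaction at room temperature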
# PPARg SRC2 recr – promotes SRC-2 coactivator recruitment by human PPARgamma. P37231. PPARgamma LBD-SRC-2 recruitment, biochemical. activation, % at 8 µM. actives 0.34% (n = 200,000); in the data active = activation above about 22%;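 note: 0% = vehicle and 100% = reference agonist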
# STAT1 inh – STAT1 signaling inhibition; NIH 3T3 STAT1-luciferase reporter, IFN-gamma, luminescence; inhibition, % at 5.5 µM; actives 0.35% (n = 200,000); AID 920;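 active = inhibition above a set limit, the mean inhibition across all tested compounds plus 3 SD, cut at about 34% in these data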;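 note: 0% = IFN-gamma with DMSO and 100% = IFN-gamma with 300 µM nifuroxazide; values of inactives mirror those of a sister screen read the other way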
# ROMK mod – human ROMK K+ channel modulation, primary screen | B-score at 10 µM | actives 2% (n = 130,000) | Tet-inducible ROMK, thallium flux fluorescence; actives lie on both sides | P48048;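 active = signal ratio slope over the read window, or its plate-corrected B-score, at least 3 SD from the plate mean, either direction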;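 note: B-score of the F/F0 ratio slope over 7 to 12 s after thallium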
# Active calls of the source: *; . = not tested or not shown.
SMILES,bIAP act,SRC2 TRFRET art,STAT3 inh,PPARg SRC-1 ag,STAT3 activator,TNAP act hi DEA,PPARg SRC3 recr,bIAP inhibitor,PPARg SRC2 recr,STAT1 inh,ROMK mod
O=S1(=O)N=C(N(CCO)/N=C/c2ccncc2)c2ccccc21,0.7,1564,4,8,101,1,2,27,7,-2,1.6
O=C(CCN1CCN(c2ccccc2)CC1)N/N=C/c1ccc([N+](=O)[O-])o1,1,1601,-5,-2,104,1,2,-3,10,1,.
CC1CCCN(C(=O)C2CCCN(S(=O)(=O)c3cccc4nsnc34)C2)C1 (centres undefined),0.9,1509,6,0,101,1,-14,5,8,-2,-0.15
CN(CCc1ccccc1)Cc1nc(-c2cnccn2)no1,1.1,1708,4,0,99,1,4,-11,14,-6,0.13
Cn1c(=O)n(Cc2ccccc2)c(=O)c2c1nc1n2CCCN1Cc1ccccc1,1,1606,17,8,93,1,1,-1,8,7,.
O=C(Nc1ccc(Cl)cc1)c1ccsn1,0.9,1600,6,9,95,1,8,6,-1,-49,.
Cc1ccsc1/C=C(\C#N)C(=O)NCc1ccco1,1.1,1430,5,6,97,1,0,-6,2,-1,-0.68
O=C(CNC(=S)N(Cc1ccccc1)Cc1cccnc1)NC1CCCC1,1,1428,-2,0,100,1,3,-2,17,6,0.9
O=C(CSc1nnc(NC(=O)C2CCCCC2)s1)NCc1ccco1,1,1583,14,-7,97,1,5,2,-5,3,1
CC(C)C(=O)NC(=S)Nc1ccc(CN2CCOCC2)cc1,0.9,1658,8,0,97,1,-6,6,-8,-1,0.62
Cc1cccc(Sc2nc(-c3ccccc3)ncc2C(=O)O)c1,0.9,1741,-25,-1,121,1.1,4,12,6,8,1.4
Cn1c(-c2ccc(F)cc2)cnc1SCC(=O)NCc1ccco1,1.1,1430,4,-4,101,1.1,1,-9,-7,12,.

# Ordered by value in STAT3 activator (ascending): some entries from above.
smiles | STAT3 activator
O=C(Nc1ccc(Cl)cc1)c1ccsn1 | 95
CC(C)C(=O)NC(=S)Nc1ccc(CN2CCOCC2)cc1 | 97
O=C(CCN1CCN(c2ccccc2)CC1)N/N=C/c1ccc([N+](=O)[O-])o1 | 104

# The list continues.
SMILES,bIAP act,SRC2 TRFRET art,STAT3 inh,PPARg SRC-1 ag,STAT3 activator,TNAP act hi DEA,PPARg SRC3 recr,bIAP inhibitor,PPARg SRC2 recr,STAT1 inh,ROMK mod
OCCn1c(-c2ccc(F)cc2)csc1=Nc1ccccc1,0.8,1510,4,-1,96,1,-1,20,5,-8,-2.7
CCc1cccc(C)c1NC(=S)NCc1ccccc1,1,1607,-2,-1,100,1,4,2,6,9,-0.2
COC(=O)c1ccc(C(=O)OC)c(NC(=O)COc2ccccc2OC)c1,0.9,1511,2,4,100,1,-1,6,5,-2,-0.86
COc1ccc(C(=O)N/N=C/C2CC=CCC2)cc1OC (centres undefined),0.9,1601,5,0,97,1,-2,13,3,-2,.
O=c1c2sc3nc(N4CCOCC4)c4c(c3c2ncn1CCc1ccccc1)CCCC4,0.9,1377,-1,1,101,1,-11,6,-4,-3,.
CCC/C(O)=C1\C(=O)CC(C)(C)CC1=NCCO,0.9,1684,-4,4,107,1,5,9,-1,-16,-0.88
O=[N+]([O-])c1cc(-c2nnc(C34CC5CC(CC(C5)C3)C4)o2)cc([N+](=O)[O-])c1,0.9,1733,0,5,105,1,-3,6,8,4,.
O=C(O)c1cn(CCOc2ccccc2Cl)c2ccccc12,1,1484,0,-5,102,1,-3,-1,-1,0,.
O=C(Nc1ccc(N2CCN(C(=O)c3ccccc3)CC2)c(Cl)c1)c1ccco1,1,1594,19,2,89,1,15,-1,3,7,.
O=C(O)c1ccc(/C=N/NC(=S)NCCN2CCOCC2)cc1,1.1,1304,6,3,102,1.1,1,-7,-6,-11,1.5
c1csc(Cc2nn3c(-c4ccncc4)nnc3s2)c1,0.9,1637,7,3,99,1.1,2,9,5,5,0.86
COc1ccc(Cl)c(Cn2c(NCC(C)O)nc3c2c(=O)n(C)c(=O)n3C)c1 (centres undefined),0.9,1454,-3,4,103,1,1,9,11,13,0.46
COc1nc(N)c(S(=O)(=O)c2ccccc2)cc1C#N,0.8,1527,-6,0,109,1,2,15,5,-3,.
Cc1cccc(N2CCN(C(=O)C(C)C)CC2)c1C,0.9,1611,18,14,86,1.1,19,15,11,6,.
O=C(COC(=O)[C@H](Cc1ccccc1)NC(=O)c1cccs1)Nc1c(Cl)cccc1Cl,1.4,1664,-9,11,103,1,3,-44,6,1,.
COC(=O)C1=C(C)N(C)C(=S)NC1c1ccccc1 (centres undefined),1.2,1541,4,-2,99,1.1,-2,-22,0,0,.
COc1ccc(/C=N/NC(=O)Cc2cc(OC)c(OC)cc2[N+](=O)[O-])cc1,0.9,1484,-10,6,104,1,-3,9,3,-2,.
COCCNC(=O)CCCC(=O)NCCOC,0.9,1508,10,7,94,1,2,10,-1,7,.
COc1cc(NC(=O)c2ccccc2)c(OC)cc1Cl,0.7,1467,-58,-4,150*,1,3,32,-2,-3,.
COc1cc(-n2c(=O)c3ccccc3n(Cc3cccnc3)c2=O)cc(OC)c1OC,.,1489,6,-6,100,.,-3,.,8,0,.
Cc1ccccc1OCC(=O)NN1C(=O)C2C3C=CC(O3)C2C1=O (centres undefined),1,1694,0,4,104,1.1,-1,-4,4,-8,0.038
CC1CC(CC(C)C(=O)Nc2nncs2)C(=O)O1 (centres undefined),1.1,1549,13,-3,94,1.1,-6,-8,5,-1,-0.89
CCOCCCNC(=S)N1C2CCC1CC(NC(=O)NC13CC4CC(CC(C4)C1)C3)C2 (centres undefined),1.3,1563,-9,2,110,1,1,-35,-2,3,.
O=C(N/N=C/C=C/c1ccc2c(c1)OCO2)c1ccc([N+](=O)[O-])cc1,0.9,1596,-2,5,100,1,-2,13,-2,-4,0.72

# In another format: entries from further up
mol: COc1cc(NC(=O)c2ccccc2)c(OC)cc1Cl
  bIAP act = 0.7 | SRC2 TRFRET art = 1467 | STAT3 inh = -58 | PPARg SRC-1 ag = -4 | STAT3 activator = 150* | TNAP act hi DEA = 1 | PPARg SRC3 recr = 3 | bIAP inhibitor = 32 | PPARg SRC2 recr = -2 | STAT1 inh = -3 | ROMK mod = .

mol: O=C(COC(=O)[C@H](Cc1ccccc1)NC(=O)c1cccs1)Nc1c(Cl)cccc1Cl
  bIAP act = 1.4 | SRC2 TRFRET art = 1664 | STAT3 inh = -9 | PPARg SRC-1 ag = 11 | STAT3 activator = 103 | TNAP act hi DEA = 1 | PPARg SRC3 recr = 3 | bIAP inhibitor = -44 | PPARg SRC2 recr = 6 | STAT1 inh = 1 | ROMK mod = .

mol: O=C(N/N=C/C=C/c1ccc2c(c1)OCO2)c1ccc([N+](=O)[O-])cc1
  bIAP act = 0.9 | SRC2 TRFRET art = 1596 | STAT3 inh = -2 | PPARg SRC-1 ag = 5 | STAT3 activator = 100 | TNAP act hi DEA = 1 | PPARg SRC3 recr = -2 | bIAP inhibitor = 13 | PPARg SRC2 recr = -2 | STAT1 inh = -4 | ROMK mod = 0.72

mol: COc1cc(-n2c(=O)c3ccccc3n(Cc3cccnc3)c2=O)cc(OC)c1OC
  bIAP act = . | SRC2 TRFRET art = 1489 | STAT3 inh = 6 | PPARg SRC-1 ag = -6 | STAT3 activator = 100 | TNAP act hi DEA = . | PPARg SRC3 recr = -3 | bIAP inhibitor = . | PPARg SRC2 recr = 8 | STAT1 inh = 0 | ROMK mod = .

# Whole records as entered above. Screens in order: bIAP act, SRC2 TRFRET art, STAT3 inh, PPARg SRC-1 ag, STAT3 activator, TNAP act hi DEA, PPARg SRC3 recr, bIAP inhibitor, PPARg SRC2 recr, STAT1 inh, ROMK mod
# Shown for COc1ccc(/C=N/NC(=O)Cc2cc(OC)c(OC)cc2[N+](=O)[O-])cc1 = 0.9, 1484, -10, 6, 104, 1, -3, 9, 3, -2, .
# Shown for COc1cc(NC(=O)c2ccccc2)c(OC)cc1Cl = 0.7, 1467, -58, -4, 150*, 1, 3, 32, -2, -3, .

# (more compounds)
SMILES,bIAP act,SRC2 TRFRET art,STAT3 inh,PPARg SRC-1 ag,STAT3 activator,TNAP act hi DEA,PPARg SRC3 recr,bIAP inhibitor,PPARg SRC2 recr,STAT1 inh,ROMK mod
CCCc1nnc(NC(=O)Cn2c(=O)sc3ccccc32)s1,1,1516,3,0,100,1,5,5,-1,-3,-0.2
COCCN(CCOC)S(=O)(=O)c1ccc(C(=O)Nc2nnc(C)o2)cc1,1,1757,-3,1,107,1,9,4,7,-6,.
O=C(N/N=C/C=C/c1ccccc1)C(O)c1ccccc1 (centres undefined),.,1418,0,12,109,.,2,.,3,-9,.
COC(=O)C(NS(=O)(=O)c1ccc(C)cc1)c1ccccc1 (centres undefined),1.1,1583,8,3,97,1,4,-9,5,7,.
CCOC(=O)C(=CN=C(N)Nc1nc2ccccc2o1)C(=O)OCC,1.2,1707,-7,8,106,1.1,5,-17,-1,-10,-0.59
CCn1c(NN)nc2sc3c(c2c1=O)CCC3,1,1290,-5,4,102,1,-1,5,-7,-1,0.23
CCOCCn1c(CN2CCOCC2)nc2c1c(=O)[nH]c(=O)n2C,0.9,1732,-6,3,105,1,2,12,1,0,.
CC(=O)C1=C(C)NC(SCC(=O)c2ccc(-c3ccccc3)cc2)=C(C#N)C1c1cccnc1 (centres undefined),0.9,2094*,12,6,93,1,2,6,13,-1,.
Cc1ccc(-c2csc(=Nc3cccnc3)n2CCCn2ccnc2)cc1C,0.9,1495,11,2,89,1,-1,5,1,14,-1.1
O=C(Nc1cccc2nsnc12)C1CC(=O)N(c2ccccc2)C1 (centres undefined),0.9,1582,-10,2,111,0.9,-2,10,1,2,.
O=C(N/N=C/c1ccc2cccc(OCc3ccccc3)c2n1)c1ccc(Cl)cc1,1,1570,4,-2,103,1,7,2,1,-5,0.74
COCCNC(=O)c1ccccc1NC(=O)c1ccccc1SC,1,1462,10,-5,99,1,-4,-1,1,-2,3.2*
Cc1ccc(Oc2nc3ccccc3n3cccc23)cc1,0.9,1510,18,1,87,1,8,12,1,-8,.
Cc1[nH]c(=O)c(C#N)c2c1CSC(C)(C)C2,1,1642,7,8,97,1,8,0,13,4,.
CCCS(=O)(=O)N1CCN(c2ccccc2F)CC1,1,1445,9,-2,95,1,8,4,12,-6,.
CC(C)=CCN1CCN(Cc2ccc(C#CC(C)(C)O)cc2)CC1CCO (centres undefined),1.1,1507,6,-2,105,1.1,-4,-15,-10,4,0.28

# 3 compounds drawn at random from the list so far:
SMILES,bIAP act,SRC2 TRFRET art,STAT3 inh,PPARg SRC-1 ag,STAT3 activator,TNAP act hi DEA,PPARg SRC3 recr,bIAP inhibitor,PPARg SRC2 recr,STAT1 inh,ROMK mod
Cc1ccc(Oc2nc3ccccc3n3cccc23)cc1,0.9,1510,18,1,87,1,8,12,1,-8,.
Cc1[nH]c(=O)c(C#N)c2c1CSC(C)(C)C2,1,1642,7,8,97,1,8,0,13,4,.
CCCS(=O)(=O)N1CCN(c2ccccc2F)CC1,1,1445,9,-2,95,1,8,4,12,-6,.

# Not a hit list. Share with any hit: about 3.7%.
